Screening results from PubChem BioAssay.
AHR act = activates the human aryl hydrocarbon receptor | AHR-responsive luciferase reporter cells, luminescence | activation, % at 5 µM | 320,000 compounds, 2.5% hits; in the data active = activation above about 47%;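 also: 0% = vehicle wells and 100% = reference agonist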
ZTA counter = blocks Epstein-Barr virus ZTA, an EBNA-1 counter-screen; AID 2234; 320,000 compounds, 0.15% hits; P03206; inhibition, % at 11 µM; ZTA-DNA binding, fluorescence polarization; in the data active = inhibition above about 33%
proCasp7 act = counter-screen for procaspase-3 activators: activators of human procaspase-7; P55210; recombinant procaspase-7, Ac-DEVD-pNA absorbance 405 nm; D23A/D198A/D206A triple mutant, cannot self-cleave; scale: DMSO 0, 5 µM enzyme 100; activation, % at 8.5 µM; 330,000 compounds, 0.093% hits;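 active = percent activation above the screen-wide mean plus 3 SD, cut at about 25% in these data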
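Assay system: Uncleavable procaspase-7 mutant enzyme; Input: 2 µM procaspase-7 mutant as dispensed; Also added: DEVD-pNA substrate; Medium: Zinc-free HEPES pH 7.4 with 300 mM NaCl, 0.01% Triton X-100; Timing: 1 h compound preincubation, 2 h substrate cleavage, 25 °C; Measured by: Epi-absorbance of released pNA at 405 nm, two timepoints.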
EBNA-1 inh = blocks EBNA-1 binding to DNA; EBNA-1 DNA binding, fluorescence polarization; inhibition, % at 14.8 µM; 300,000 compounds, 0.34% hits; in the data active = inhibition above about 28%
RPL19A TOR yeast = alters RPL19A-GFP fluorescence in TOR pathway yeast screen; S. cerevisiae RPL19A-GFP strain, flow cytometry, 3 h; stronger effect = lower value; percent response vs DMSO, % at 10 µM; 330,000 compounds, 0.3% hits;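 active = percent response vs DMSO below 50%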;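 also: median channel GFP fluorescence of the barcoded RPL19A-GFP strain; ratio of sample median GFP to plate DMSO average so 100% = DMSO; lower means less RPL19A-GFP as with rapamycin TOR inhibition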
LAP4 TOR yeast = yeast TOR pathway LAP4-GFP modulation. S. cerevisiae LAP4-GFP multiplex, flow cytometry GFP, 3 h; median GFP as percent of DMSO wells. GFP response vs DMSO, % at 10 µM. 320,000 compounds, 0.34% hits. AID 2023;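 active = GFP response vs DMSO above a set limit, about the screen mean plus 3 SD, cut at about 150% in these data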
MEP2-GFP yeast = yeast TOR pathway MEP2-GFP modulation | S. cerevisiae MEP2-GFP strain, flow cytometry GFP, 3 h; 100% = DMSO control level | GFP response vs DMSO, % at 10 µM | 330,000 compounds, 0.51% hits | AID 2016;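 active = GFP response versus DMSO above a set limit, roughly screen mean plus 3 SD, cut at about 180% in these data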;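 also: median GFP fluorescence of the barcode-gated MEP2-GFP cells per well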
procasp3 activ = activators of human procaspase-3 | P42574 | recombinant procaspase-3 D3A, Ac-DEVD-pNA absorbance 405 nm | activation, % at 8.5 µM | 330,000 compounds, 0.11% hits | AID 463141;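 active = activation above the mean of all tested compounds plus 3 SD, cut at about 21% in these data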;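 also: 0% = DMSO alone and 100% = DMSO wells spiked with extra 5 µM PC-3 D3A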
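material = Procaspase-3 D3A mutant | probe or stimulus = Ac-DEVD-pNA | compound = single dose, 8.5 µM nominal compound, 0.8% DMSO | timing = 1 h preincubation, 2 h reaction | measured by = 405 nm absorbance of p-nitroaniline, reads at 0 and 120 min | benchmarks = DMSO-only low control, 5 µM PC-3 D3A high control | repeats = singlicate, each compound tested once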
The depositor's hits bear a star; . = not tested or not shown.

The opening three records as a preview:
entry | smiles | AHR act | ZTA counter | proCasp7 act | EBNA-1 inh | RPL19A TOR yeast | LAP4 TOR yeast | MEP2-GFP yeast | procasp3 activ
1 | CC(=O)Oc1ccc2ccc(=O)oc2c1 | 15.1 | 12.9 | -0.8 | -15.0 | 96.4 | 97.5 | 100.3 | -38.4
2 | O=C(c1cc(-c2cccc(O)c2)on1)N1CCc2ccccc2C1 | -2.6 | -6.7 | 0.5 | -0.7 | 96.2 | 108.8 | 94.9 | -3.3
3 | CN(C)/C=N/NC(=O)C1Cc2c(ccc3ccccc23)O1 (stereo not given) | 0.1 | -12.4 | -2.9 | 3.7 | 97.9 | 103.8 | 94.1 | 2.9

The whole of this part, from the first entry:
entry | smiles | AHR act | ZTA counter | proCasp7 act | EBNA-1 inh | RPL19A TOR yeast | LAP4 TOR yeast | MEP2-GFP yeast | procasp3 activ
1 | CC(=O)Oc1ccc2ccc(=O)oc2c1 | 15.1 | 12.9 | -0.8 | -15.0 | 96.4 | 97.5 | 100.3 | -38.4
2 | O=C(c1cc(-c2cccc(O)c2)on1)N1CCc2ccccc2C1 | -2.6 | -6.7 | 0.5 | -0.7 | 96.2 | 108.8 | 94.9 | -3.3
3 | CN(C)/C=N/NC(=O)C1Cc2c(ccc3ccccc23)O1 (stereo not given) | 0.1 | -12.4 | -2.9 | 3.7 | 97.9 | 103.8 | 94.1 | 2.9
4 | CC1CCc2c(sc3nc(CN4CCOCC4)nc(NS(=O)(=O)c4cccc([N+](=O)[O-])c4)c23)C1 (stereo not given) | 4.0 | 0.8 | 0.8 | 7.3 | 97.5 | 106.5 | 102.2 | 4.9
5 | CC(C)c1ccc(/C=C/C(=O)Nc2nc3ccc([N+](=O)[O-])cc3s2)cc1 | 4.8 | 20.3 | 16.3 | 7.9 | 98.0 | 101.2 | 104.0 | -0.9
6 | COc1ccc(Cn2cccc(NC(=O)Nc3cccc(OC)c3)c2=O)cc1 | 10.4 | 13.0 | 15.9 | -3.2 | 113.0 | 102.9 | 115.9 | -1.4
7 | CCOCCCNC(=O)C1CCCN1C(=O)NC1CCCCC1 (stereo not given) | 1.4 | 4.4 | -1.0 | 2.8 | 90.1 | . | 88.7 | -3.1
8 | NC(=O)CSCc1ccc(Br)cc1 | -0.8 | -3.5 | -0.3 | -9.0 | 93.3 | 101.9 | 95.2 | 3.9
9 | CCOc1ccc(NC(=O)c2ccc(C#CC(C)(C)O)cc2)cc1 | 3.2 | 9.2 | -2.2 | 30.2* | 93.7 | 110.0 | 103.0 | -1.7
10 | O=C(CN1CCCCCCC1)Nc1ccc(Cl)cc1Cl | -0.3 | 2.0 | 3.1 | 0.0 | 100.7 | 99.0 | 99.0 | -1.1
11 | O=S(=O)(c1ccc(NC(=S)NC2CCCC2)cc1)N1CCCC1 | 0.9 | -10.2 | 3.7 | -1.5 | 97.8 | 100.1 | 96.6 | -8.2
12 | COc1ccc(/C(C)=N/NC(=O)CNC(=O)/C=C\c2ccccc2OC)c(OC)c1 | 9.4 | -5.4 | 0.0 | -11.1 | 91.9 | 91.2 | 90.4 | 6.6
13 | COC(=O)c1c(C)[nH]c(C(=O)OC(C)C(=O)N(C)C2CCCCC2)c1C (stereo not given) | 3.0 | -4.0 | -3.2 | -1.2 | 102.1 | 104.2 | 102.0 | -1.8
14 | CCOC(=O)C1CCN(C(=O)C2CCCN2S(=O)(=O)c2ccc(Cl)cc2)CC1 (stereo not given) | 5.6 | -7.2 | 0.9 | -8.4 | 110.5 | 94.9 | 121.3 | 6.4
15 | COCc1cc(N2CCOCC2)nc(SCc2ccc(Cl)cc2)n1 | 2.3 | 0.2 | -7.6 | -5.2 | 98.7 | 89.5 | 97.3 | 4.5
16 | O=C(Cc1ccc(-n2c(=O)[nH]c3ccsc3c2=O)cc1)N1CCN(c2ccc(Cl)cc2)CC1 | -1.8 | 6.0 | -6.1 | 6.3 | 101.7 | 98.8 | 103.2 | -4.9
17 | CCCCCCOC(=O)C(C#N)c1nc2ccccc2nc1N1CCCCC1 (stereo not given) | -0.3 | 13.4 | -18.1 | 4.6 | 101.2 | 112.7 | 105.0 | 6.2
18 | O=C(Nc1ccc(Cl)cc1)[C@@H]1[C@@H]2C(=O)N(c3ccc(Cl)cc3)C(=O)[C@@H]2[C@H]2C=CC=NN21 | 97.9* | 9.6 | -16.9 | -1.4 | 89.3 | 89.5 | 89.4 | -5.3
19 | O=C(NCc1nnc(SCC(=O)N2CCCCCC2)o1)c1ccc(F)cc1 | 3.0 | 0.0 | -2.2 | 4.8 | 98.3 | 137.0 | 102.1 | -10.8
20 | Cc1c(Cl)cccc1NC(=O)CC1Oc2ccccc2NC1=O (stereo not given) | 14.4 | -6.8 | 8.9 | -1.4 | 100.0 | 100.8 | 105.0 | 9.1

Values by screen from the list:
Nos. 2 to 11 in AHR act read -2.6, 0.1, 4.0, 4.8, 10.4, 1.4, -0.8, 3.2, -0.3, 0.9

(continued)
entry | smiles | AHR act | ZTA counter | proCasp7 act | EBNA-1 inh | RPL19A TOR yeast | LAP4 TOR yeast | MEP2-GFP yeast | procasp3 activ
21 | COC(=O)c1cc2ccccc2c(=O)s1 | -1.3 | -6.0 | 6.5 | 4.4 | 105.2 | 96.1 | 105.4 | 5.9
22 | CCOC(=O)N1CCN(C(=O)c2ccc3c(=O)n(CC4CCCO4)c(=S)[nH]c3c2)CC1 (stereo not given) | 7.6 | -25.3 | -6.5 | -15.2 | 106.6 | 103.4 | 104.8 | 5.1
23 | O=C(Nc1ccc2nc3n(c(=O)c2c1)CCCC3)c1cncc(Br)c1 | 2.9 | 1.0 | -0.1 | 1.1 | 95.9 | 105.1 | 108.7 | 3.3
24 | COc1ccc2nc(Cl)c(/C=N/Nc3ccccn3)cc2c1 | 8.1 | 0.0 | -0.8 | -2.4 | 100.5 | 103.1 | 110.5 | 5.0
25 | Cc1ccc(S(=O)(=O)N(C)c2ccc(C(=O)Nc3cccc(C)n3)cc2)cc1 | 4.2 | 16.2 | -9.6 | 5.9 | 102.5 | 84.4 | 102.8 | -3.2
26 | CN(Cc1cnn(Cc2ccccc2)c1)C(=O)CN=C1NS(=O)(=O)c2ccccc21 | -0.8 | -11.7 | -8.0 | . | 101.8 | 101.8 | 98.0 | 3.8
27 | CCOC(=O)c1sc(C(=O)OCC)c(OCCO)c1OCCO | -1.1 | -4.6 | -3.7 | -9.3 | 102.0 | 99.4 | 109.7 | -1.9
28 | COc1ccc(-c2nnnn2CCc2ccccc2)cc1 | 3.0 | -1.4 | 1.9 | -4.3 | 104.2 | 113.0 | 109.1 | -3.0
29 | CCOc1nc(S(=O)(=O)c2ccc(C)cc2)c(Cl)s1 | -1.4 | -14.9 | -4.1 | 6.0 | 98.9 | 77.8 | 104.4 | -3.3
30 | C[C@@H]1CCCCCCCCC(=O)OCCN(C(=O)OC(C)(C)C)[C@H](C)CCCCCCCCC(=O)OCCN1C(=O)OC(C)(C)C | 0.4 | . | -1.9 | . | 97.7 | 92.0 | 96.7 | 1.2
31 | Cn1nnnc1SCC(=O)Nc1cccc(S(=O)(=O)N2CCCC2)c1 | -0.2 | 7.3 | 1.8 | 2.0 | 96.1 | 92.9 | 96.4 | 3.1
32 | COc1ccc2oc3cc(C)[n+]([O-])c(-c4ccc(C)cc4)c3c2c1 | 4.3 | 6.4 | 2.7 | -0.4 | 107.4 | 92.0 | 107.6 | 4.4
33 | COC(=O)C(Cc1c[nH]c2ccccc12)NC(=O)c1cccc(S(=O)(=O)N2CCCCC2)c1 (stereo not given) | 6.7 | -2.5 | 2.9 | . | 94.1 | 101.1 | 97.4 | 8.5
34 | CN(C)c1ccc(C(=O)Nc2cccc(S(=O)(=O)N3CCCC3)c2)cc1 | 15.3 | -10.6 | 1.2 | . | 98.2 | 102.7 | 94.1 | 8.6
35 | Cc1ccc(OCC(=O)Nc2ccc(F)cc2)cc1 | -0.9 | 4.7 | -1.8 | 0.8 | 96.5 | 100.9 | 102.5 | 8.7
36 | O=C(CN1CCC(NC(=O)c2ccccc2Cl)CC1)NCc1ccccc1 | 2.8 | 13.6 | 3.4 | -0.6 | 99.5 | 94.2 | 102.9 | 7.5
37 | CCn1cc(CN2CCC(n3nccc3NC(=O)c3ccc(OC)cc3)CC2)cn1 | 6.6 | -6.6 | -8.7 | -27.2 | 104.1 | 95.5 | 124.9 | 9.3
38 | Cc1ccc(S(=O)(=O)N2CCCN(C)CC2)cc1 | 0.5 | 4.0 | -6.4 | 8.5 | 99.4 | 93.0 | 104.0 | 10.3
39 | CC(=O)N1CCN(S(=O)(=O)c2cccc(C(=O)NNC(=O)COc3c(C)cccc3C)c2)CC1 | 1.9 | . | 9.1 | . | 99.9 | 100.2 | 103.8 | 2.8
40 | Cc1nnc(SCC(=O)Nc2nc3c(s2)CC(C)CC3)s1 (stereo not given) | 28.9 | -13.7 | 5.5 | 6.7 | 96.8 | 100.7 | 99.9 | -1.7
41 | Clc1ccc(CN(Cc2ccc(Cl)cc2)c2nn[nH]n2)cc1 | -1.7 | 7.5 | 1.8 | 9.1 | 106.5 | 102.2 | 103.7 | 16.2
42 | CCCCn1c(SCc2nc3ccccc3s2)nc2cc(S(N)(=O)=O)ccc21 | 16.3 | -7.7 | -3.4 | 5.8 | 89.3 | 90.4 | 97.5 | -6.6
43 | CCOC(=O)c1sc2ncn(CC(=O)Nc3cc(C)on3)c(=O)c2c1C | -1.1 | -6.1 | 0.8 | . | 97.8 | 104.0 | 101.4 | -8.3
44 | O=C1CCCc2nn(-c3ccccc3)c(-c3ccncc3)c21 | 0.8 | 2.3 | 15.8 | 5.9 | 95.8 | 99.4 | 119.3 | 1.3
45 | Cc1ccc(OCCOC(=O)CCc2nc3ccccc3c(=O)[nH]2)cc1 | -0.7 | -2.1 | 8.6 | -1.8 | 101.5 | 106.4 | 101.5 | 3.0
46 | CC(=O)c1cc(-c2ccccc2)n(CC(=O)Nc2cccc(C)c2C)c1C | -1.3 | 0.0 | -0.6 | 18.9 | 99.5 | 113.0 | 103.7 | -7.1
47 | CC(=O)c1sc(NC(=O)COc2ccc([N+](=O)[O-])cc2)nc1C | 4.6 | -0.9 | 0.1 | -0.9 | 94.7 | 101.8 | 93.2 | -4.0
48 | CCCC12CN3CCN(CC(C3)/C1=N\NC(=O)c1ccc(C(C)(C)C)cc1)C2 | 1.3 | 4.0 | -9.7 | -5.2 | 103.8 | 90.9 | 106.6 | -3.3
49 | CCCNC(=O)CN1C(=O)NC(c2ccccc2)(c2ccccc2)C1=O | -2.6 | 4.4 | 7.6 | -9.9 | 102.4 | 98.9 | 102.9 | -15.4
50 | Cc1ccsc1C1C2=C(CCCC2=O)Nc2ncnn21 (stereo not given) | -0.7 | -5.0 | -8.3 | -4.9 | 97.4 | 97.7 | 101.0 | -6.6
51 | CCOC(=O)C1(CCCc2ccccc2)CCN(C(=O)COC)CC1 | 0.6 | -2.5 | 0.7 | -0.8 | 99.7 | 108.7 | 96.8 | 3.0
52 | C=CCn1c(-c2ccc(Cl)cc2)c[nH]c1=S | 3.6 | -3.0 | -23.3 | -3.9 | 93.9 | 96.6 | 95.5 | -25.0
53 | O=C(Cn1cnc2ccccc21)N/N=C/c1ccco1 | 8.2 | -12.6 | -5.3 | -0.3 | 96.6 | 93.5 | 95.3 | 1.8
54 | CC1=C(C(=O)Nc2ccccc2)C(c2ccc(C(C)C)cc2)N2C(=O)CSC2=N1 (stereo not given) | -0.4 | -8.5 | 1.0 | -0.1 | 96.9 | 95.7 | 106.6 | 4.3
55 | CC(=O)NCCC(=O)Nc1cc(S(=O)(=O)N2CCOCC2)ccc1Oc1ccc(F)cc1 | 1.9 | 15.7 | -0.5 | -4.1 | 114.1 | 132.1 | 107.2 | 9.6
